# From PubChem BioAssay
# STEP block: STEP (human) phosphatase inhibition. P54829. AID 588621. actives 0.25% (n = 360,000). recombinant STEP, OMFP fluorogenic substrate, fluorescence. inhibition, % at 20 µM;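 active means inhibition at 20 µM, scaled per plate between control wells, above about 37%, limit read from the data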;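 further: 0% = DMSO with enzyme and substrate and 100% = substrate only without enzyme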
#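 Also added – OMFP at 25 µM · Test system – STEP tyrosine phosphatase · Technique – FITC-channel fluorescence of OMFP product · Schedule – 20 min at room temperature, dark · Evaluation – control-normalized % inhibition with plate pattern correction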
# TbMetRS inhib: blocks T. brucei methionyl-tRNA synthetase activity; purified T. brucei MetRS, ATP depletion, Kinase-Glo luminescence; inhibition, % at 11.9 µM; AID 624268; actives 0.4% (n = 360,000);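 active means inhibition above a per-plate cutoff of the control wells' mean inhibition plus 3 SD, cut at about 5.5% in these data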;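 further: 0% = DMSO wells median and 100% = median of wells with control inhibitor compound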
#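 Dosing: 11.9 µM single point; system: parasite MetRS enzyme; technique: luminescence of leftover ATP; times: 15 min enzyme-compound preincubation, 2 h reaction, 10 min detection, 25 °C; replicates: each compound tested once; read-out basis: percent inhibition relative to median high and low control wells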
# NadD block: NadD (S. aureus) enzyme inhibition | inhibition, % at 20 µM | actives 0.78% (n = 360,000) | purified NadD enzyme, colorimetric absorbance read-out; in the data active means inhibition above about 26%; further: some compounds past the cut are filed as inactive
# DNMT1 block: blocks human DNA methyltransferase DNMT1. DNMT1 molecular beacon, Hinp1I cleavage, fluorescence. inhibition (reported as % activation of signal), % at 10 µM. actives 0.83% (n = 360,000); in the data active means inhibition above about 50%
# CSN deneddyl inh: inhibitors of human CSN-mediated cullin deneddylation. Q92905. Purified CSN, SCF-Nedd8-OG deneddylation, fluorescence polarization. inhibition, % at 12.5 µM. actives 0.38% (n = 360,000). AID 651999;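 active means pattern-corrected inhibition above about 35%, with an unprinted fluorescence ratio check between 0.5 and 1.5, limit read from the data, passing the limit was not always enough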;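 further: 0% = enzyme with substrate and 100% = substrate without enzyme; some results filed as inactive read as strong as hits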
#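 Detection – fluorescence polarization · System – HEK293T-derived human Csn5 enzyme · Controls – substrate-only high control, full reaction low control · Timing – 90 min, room temperature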
# Scp-1 inhibitor: blocks human Scp-1 phosphatase activity; Q9GZU7; Recombinant Scp1, phosphopeptide, malachite green phosphate absorbance; inhibition, % at 20 µM; actives 0.88% (n = 340,000);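 active means inhibition above about 50% at 20 µM, limit read from the data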;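 further: plate controls were DMSO wells with enzyme for no effect and wells lacking enzyme for full effect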
#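 System: SCP-1 catalytic domain; Reagent: Phospho 17-mer peptide substrate; Doses: one concentration, 20 µM, with 1.0% DMSO; Incubation: 45 min room-temperature reaction, 5 min colour, 30 min stabiliser; Signal: Phosphate-binding colour reagent, absorbance read at 630 nm.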
# MLLE-PAM2 inh: blocks PAM2 peptide binding to the PABP1 MLLE domain; P11940; actives 0.36% (n = 360,000); GST-MLLE / FITC-PAM2 fluorescence polarization; inhibition, % at 20 µM; AID 588489; in the data active means inhibition above about 35%, passing the limit was not always enough;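 further: plate controls were DMSO wells with GST-MLLE for no effect and wells lacking GST-MLLE protein for full effect; some results filed as inactive read as strong as hits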
# Target sequence (P11940 whole entry, looked up, the tested form may be a part): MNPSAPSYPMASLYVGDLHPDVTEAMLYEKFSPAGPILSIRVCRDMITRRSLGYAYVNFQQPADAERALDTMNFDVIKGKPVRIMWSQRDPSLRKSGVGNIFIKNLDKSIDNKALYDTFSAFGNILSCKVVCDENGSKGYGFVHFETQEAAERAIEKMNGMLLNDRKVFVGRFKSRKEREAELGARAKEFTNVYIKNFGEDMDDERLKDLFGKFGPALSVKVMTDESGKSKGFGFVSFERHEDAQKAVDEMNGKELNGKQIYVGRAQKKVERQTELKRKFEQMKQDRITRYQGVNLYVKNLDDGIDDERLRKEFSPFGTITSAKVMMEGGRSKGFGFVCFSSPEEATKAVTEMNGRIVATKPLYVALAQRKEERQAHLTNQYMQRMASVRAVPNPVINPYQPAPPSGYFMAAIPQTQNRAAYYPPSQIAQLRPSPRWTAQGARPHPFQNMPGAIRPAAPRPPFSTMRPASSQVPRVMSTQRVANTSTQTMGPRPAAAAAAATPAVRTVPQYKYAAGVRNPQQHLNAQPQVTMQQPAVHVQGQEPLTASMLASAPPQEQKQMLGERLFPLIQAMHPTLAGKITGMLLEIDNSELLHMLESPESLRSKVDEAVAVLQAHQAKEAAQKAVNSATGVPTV
# SUMO1 PPI mod: SUMO1-SIM interaction modulation. actives 0.33% (n = 360,000). inhibition, % at 20 µM. P63165. SUMO1 binding to a labelled peptide, TR-FRET, 1 h; in the data active means inhibition above about 37%
# Target sequence (P63165 whole entry, looked up): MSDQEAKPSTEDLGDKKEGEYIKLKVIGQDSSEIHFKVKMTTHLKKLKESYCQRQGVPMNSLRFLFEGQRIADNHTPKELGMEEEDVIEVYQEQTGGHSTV
# LMPTP inh: blocks human LMPTP phosphatase. P24666. recombinant LMPTP-A, OMFP fluorogenic substrate, fluorescence intensity. inhibition, % at 20 µM. actives 0.22% (n = 360,000);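 active means compounds that cut the enzyme signal by at least half of the control window in the single-dose screen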;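 further: plate controls were DMSO wells with enzyme plus substrate for no effect and substrate without enzyme for full effect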
# Target sequence (P24666 whole entry, looked up): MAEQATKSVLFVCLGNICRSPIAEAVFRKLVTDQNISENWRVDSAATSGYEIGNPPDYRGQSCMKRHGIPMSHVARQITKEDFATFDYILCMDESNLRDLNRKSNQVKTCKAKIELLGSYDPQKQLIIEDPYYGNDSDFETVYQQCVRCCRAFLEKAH
#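 Buffer or medium: Bis-Tris pH 6.0, DTT, detergent; Assay system: LMPTP-A enzyme; Quantity: 0.625 nM enzyme; Detection: endpoint fluorescence intensity; Times: 50 min dark incubation at room temperature; Controls: substrate-only low control, DMSO enzyme-plus-substrate high control; Doses: single 20 µM dose; Read-out: percent inhibition versus substrate-only and uninhibited controls; Reagent: 400 µM OMFP.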
# Rpn11 block: Rpn11 (human) deubiquitinase inhibition; calls only at 20 µM; O00487; actives 0.59% (n = 360,000); human 26S proteasome, Ub4-pepOG fluorescence polarization; 20S core pre-blocked with epoxomicin;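 active means inhibition at 20 µM, scaled to each plate's controls, above about 33%, limit read from the data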
# * marks the source's active call; other numbers are inactive results; i = inactive; . = no result given.
Molecule	STEP block	TbMetRS inhib	NadD block	DNMT1 block	CSN deneddyl inh	Scp-1 inhibitor	MLLE-PAM2 inh	SUMO1 PPI mod	LMPTP inh	Rpn11 block
O=C(COC(=O)Cc1ccsc1)Nc1ccc(Cl)cc1F	1	0.1	-3	5	-3	16	10	6	-2.1	i
C[C@H](CO)N1C[C@H](C)[C@@H](CN(C)C(=O)NC2CCCCC2)Oc2c(NC(=O)C3CCCCC3)cccc2C1=O	-3	-0.3	-2	4	2	-11	2	13	-0.3	i
O=C(O)/C(=C\c1cccc(F)c1)c1ccc(S(=O)(=O)N2CCCC2)s1	2	-0.3	0	27	4	33	15	-2	0.9	i
CN(C)CCOc1cccc(Cl)c1	13	0.0	-10	4	-4	-10	-14	3	-1.3	i
COc1ccc(NC(=O)c2cccnc2SC)cc1S(=O)(=O)N1CCCCC1	-2	0.2	-1	4	-6	-7	-28	0	1.0	i
CCN(C[C@H]1N[C@@](CC)(C(=O)OC)[C@H]2C(=O)N(C)C(=O)[C@@H]12)C(=O)Nc1ccc(F)cc1	-2	-0.7	-2	4	-1	-11	10	4	-2.0	i
C#CCOCCOCCOCCNc1nc(N2CCN(C(=O)Cn3cc(CCO)nn3)CC2)nc(N2CCN(C(=O)[C@H](C)n3cc(CCCN=C(N)N)nn3)CC2)n1	-4	-0.2	-3	-8	1	4	11	-4	-2.8	i
CCN1CCN(S(=O)(=O)c2ccc(Cl)c(C(=O)N(C)CC(=O)Nc3c(C)cccc3C)c2)CC1	-6	0.1	8	-4	-2	-3	-1	-35	-11	i
CCC1(C)Cc2ccccc2-c2nc(NN)[nH]c(=O)c21 (stereo not drawn)	1	-1.6	2	2	5	-10	-15	-5	4.0	i
O=C(Cn1[nH]c(=O)c2ccccc2c1=O)Nc1ccc(-c2nnc3n2CCCCC3)cc1	-4	-0.1	-1	2	1	-5	3	-1	0.4	i
CC1(C)CC(=O)N(Cc2ccccc2)C(=O)C1	-3	-0.8	-5	3	-5	-7	-14	-4	-2.2	i
CCN(C(=O)COc1cc(=O)n(CC)c2ccccc12)c1cccc(Cl)c1	1	0.1	5	2	1	-5	-2	1	-1.1	i
COc1cc(NC(=O)CCC(=O)O)nc(OC)n1	0	-0.6	-1	2	3	-4	2	-5	0.6	i
O=C(NCc1n[nH]c(=S)n1-c1ccc(Br)cc1)c1ccc(S(=O)(=O)N2CCCCC2)cc1	2	-0.1	7	-1	1	-3	-14	3	-1.4	i
Cc1c(C)n(C(=O)CSc2ncn[nH]2)c2ccccc12	-2	-0.5	-1	0	3	1	21	0	0.4	i
Cc1ccc(S(=O)(=O)N2CCN(CC(=O)N/N=C\C(Cl)=C\c3ccccc3)CC2)cc1	2	-0.5	16	-3	-9	1	8	13	-0.9	i
COC(=O)c1cccc(NC(=O)COC(=O)CSc2nc(C)cc(C)n2)c1	-2	-0.1	-5	1	-9	-4	9	-1	-1.2	i
COC(=O)c1ccc(CN2CCC(n3nccc3NC(=O)C3CCCC3)CC2)cc1	0	0.5	2	-2	5	-3	-14	-1	-0.1	i
COCC(C)n1c(=O)sc2ccccc2c1=O (stereo not drawn)	-2	-1.8	1	5	-8	7	7	3	1.3	i
O=C(NC(=S)N1CCN(c2ccc([N+](=O)[O-])cc2)CC1)c1ccccc1Cl	0	0.1	-3	0	1	-10	-49	-15	1.4	i
CCOC(=O)Cn1c(S(=O)(=O)Cc2ccc(F)cc2)nc(-c2ccccc2)c1-c1ccccc1	4	-0.9	-9	-4	4	-11	0	-1	3.9	i
O=C(c1cc2ccccc2oc1=O)N1CCOCC1	0	-0.3	-7	4	-2	-4	12	-1	-0.4	i
C=CCOc1ccc(C(=O)Nc2ccccc2C(=O)N2CCCC2)cc1	-1	-0.3	-1	2	-2	-4	-6	-4	-2.2	i
O=C(NCCCl)Nc1cccnc1Cl	1	-0.2	8	2	-15	-7	6	2	-1.9	i
O=C(NCc1ccccc1)C1=C[C@@H](c2ccccc2)C[C@@H](OCCCCO)O1	-4	-0.6	2	-4	-2	-9	2	-2	-0.3	i
COc1ccc(CCN(C)C(=O)C2CCN(Cc3ccccc3)CC2)cc1OC	0	-0.2	-2	-1	1	2	1	1	-0.3	i
Cc1cccc(NCN2C(=O)c3ccncc3C2=O)n1	6	0.1	-3	10	-8	-1	-17	-4	0.0	i
CS(=O)(=O)N1CCC(C(=O)Nc2ccc(F)cc2F)CC1	-2	-0.2	-6	5	0	-8	8	2	-0.5	i
Cc1cc(=O)oc2cc(NC(=O)c3cccc(F)c3)ccc12	91*	-0.9	5	58*	42*	63*	-22	13	30	i
CCOC(=O)c1c(C)[nH]c(C)c1C(=O)CSc1nnc(-c2ccco2)n1Cc1ccccc1	0	0.9	-4	-4	4	-4	-62	0	-0.9	i

# Rewritten as labelled records: 2 of the compounds above
> O=C(NC(=S)N1CCN(c2ccc([N+](=O)[O-])cc2)CC1)c1ccccc1Cl
  STEP block: 0
  TbMetRS inhib: 0.1
  NadD block: -3
  DNMT1 block: 0
  CSN deneddyl inh: 1
  Scp-1 inhibitor: -10
  MLLE-PAM2 inh: -49
  SUMO1 PPI mod: -15
  LMPTP inh: 1.4
  Rpn11 block: i

> CCOC(=O)Cn1c(S(=O)(=O)Cc2ccc(F)cc2)nc(-c2ccccc2)c1-c1ccccc1
  STEP block: 4
  TbMetRS inhib: -0.9
  NadD block: -9
  DNMT1 block: -4
  CSN deneddyl inh: 4
  Scp-1 inhibitor: -11
  MLLE-PAM2 inh: 0
  SUMO1 PPI mod: -1
  LMPTP inh: 3.9
  Rpn11 block: i

# Next results follow:
Molecule	STEP block	TbMetRS inhib	NadD block	DNMT1 block	CSN deneddyl inh	Scp-1 inhibitor	MLLE-PAM2 inh	SUMO1 PPI mod	LMPTP inh	Rpn11 block
Cc1nnc(SCC(=O)Nc2ccccc2)c2ccccc12	-1	-0.2	-17	0	2	-5	24	4	1.1	i
CCCCOC(=O)c1ccc(NC(=S)N2CCN(c3ncc4c(=O)c(C(=O)O)cn(CC)c4n3)CC2)cc1	8	0.1	16	-7	5	-5	-80	6	40	i
COc1ccc(CNC(=O)C2CCCN2S(=O)(=O)c2ccc(S(=O)(=O)N(C)C)cc2)cc1 (stereo not drawn)	-2	-1.2	4	-1	0	-5	-10	0	0.8	i
Nc1n[nH]c2c1C1(CCCCC1)Cc1ccccc1-2	-2	-0.7	0	-7	-2	2	0	-2	-1.4	i
COc1ccccc1CCC(=O)Nc1cc(S(=O)(=O)N2CCOCC2)ccc1N1CCCC1	-2	-0.3	4	0	-1	-5	-18	1	-6.9	i
CCOC(=O)C1=C(COC(=O)COc2ccccc2C#N)NC(=O)NC1C (stereo not drawn)	-2	-0.1	5	7	-2	-5	-15	-1	-0.4	i
COc1cccc(-c2nc3ccccc3s2)c1	0	-1.7	-2	-7	0	-7	8	-4	1.6	i
COc1ccc2cc1Oc1ccc(cc1)C[C@H]1c3cc(c(OC)cc3CCN1C)Oc1c(OC)c(OC)cc3c1[C@@H](C2)N(C)CC3	0	0.4	7	-23	5	-3	-26	-20	8.0	i
O=C(NCCc1c[nH]c2ccccc12)/C(=C/c1cccnc1)NC(=O)c1cccs1	1	-0.5	-8	1	6	0	4	-1	1.1	i
O=C(CSc1ccc2nnc(CCNC(=O)c3ccccc3)n2n1)NC1CCCC1	4	0.2	3	0	1	-2	-13	1	0.3	i
O=C(NNc1ccc(Cl)cc1)c1cccs1	3	1.1	0	-2	11	-1	23	3	0.6	i
C/C(CC(=O)NCc1ccco1)=N\NC(=O)CC#N	0	-0.4	-5	-5	-1	-7	2	-4	-1.9	i
Cc1cc(Br)ccc1NC(=O)c1ccc(-n2cncn2)c([N+](=O)[O-])c1	-1	32*	7	-1	-1	-9	-7	-35	1.2	i
CCN(CC(=O)NCCCN1CCOCC1)S(=O)(=O)c1cc(Cl)ccc1Cl	0	-0.4	-1	1	-2	-3	-12	6	-1.0	i
c1ccc(CCN=C2CCCc3c2[nH]c2ccccc32)cc1	2	-0.8	0	-9	-2	11	4	-7	-3.1	i
O=C(c1cccs1)N1CCCC(c2nc3c(nnn3Cc3c(Cl)cccc3Cl)c(=O)[nH]2)C1 (stereo not drawn)	1	-0.7	3	-2	3	1	-12	-4	1.2	i
Cc1ccc(S(=O)(=O)NC2CCC(C(=O)O)CC2)cc1 (stereo not drawn)	0	-1.6	-1	4	4	-2	-8	-2	-0.2	i
Cc1nc(-c2ccccc2)nc(-c2ccccc2)n1	1	0.1	-7	-1	3	5	2	0	-0.5	i
O=C(CSc1nnc(Nc2ccccc2F)s1)NCC1CCCO1 (stereo not drawn)	-3	-0.4	-4	5	0	-12	-14	-2	-1.1	i
COc1cccc(OC)c1OCCCOc1ccc(C)cc1Br	-2	.	4	18	-1	1	-4	1	4.1	i
COc1cccc(C(=O)Nc2ccc(NC(=O)Cc3ccccc3)cc2)c1	-1	-0.6	-6	-2	-3	-3	14	15	-0.8	i

# Printed as active in CSN deneddyl inh, among the entries above:
Structure | TbMetRS inhib | NadD block | DNMT1 block | CSN deneddyl inh | Scp-1 inhibitor | MLLE-PAM2 inh | SUMO1 PPI mod | LMPTP inh | Rpn11 block
Cc1cc(=O)oc2cc(NC(=O)c3cccc(F)c3)ccc12 | -0.9 | 5 | 58* | 42* | 63* | -22 | 13 | 30 | i

# Complete entries from above:
# COc1ccccc1CCC(=O)Nc1cc(S(=O)(=O)N2CCOCC2)ccc1N1CCCC1 is listed with STEP block: -2; TbMetRS inhib: -0.3; NadD block: 4; DNMT1 block: 0; CSN deneddyl inh: -1; Scp-1 inhibitor: -5; MLLE-PAM2 inh: -18; SUMO1 PPI mod: 1; LMPTP inh: -6.9; Rpn11 block: i
# Cc1nnc(SCC(=O)Nc2ccccc2)c2ccccc12 is listed with STEP block: -1; TbMetRS inhib: -0.2; NadD block: -17; DNMT1 block: 0; CSN deneddyl inh: 2; Scp-1 inhibitor: -5; MLLE-PAM2 inh: 24; SUMO1 PPI mod: 4; LMPTP inh: 1.1; Rpn11 block: i
# COc1ccc(CNC(=O)C2CCCN2S(=O)(=O)c2ccc(S(=O)(=O)N(C)C)cc2)cc1 (stereo not drawn) is listed with STEP block: -2; TbMetRS inhib: -1.2; NadD block: 4; DNMT1 block: -1; CSN deneddyl inh: 0; Scp-1 inhibitor: -5; MLLE-PAM2 inh: -10; SUMO1 PPI mod: 0; LMPTP inh: 0.8; Rpn11 block: i
